Screening data from PubChem BioAssay.
GAA glycogen mod: alters human alpha-glucosidase cleavage of glycogen; recombinant GAA, glycogen substrate, Amplex Red glucose oxidase fluorescence; Potency, µM (top dose mostly 76.4 µM), for inactives: at the top dose activity change, negative = inhibition, usual class: inhibitors; actives 0.38% (n = 300,000); P10253; active means well fitted inhibition curve with a large enough effect; inconclusive means small, poorly fitted or top-dose-only effect, or another doubt; inactive means no such curve, though single readings can be large or run the other way;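 further: 0% = full enzyme reaction and -100% = no-enzyme basal signal; the screen sought inhibitors and activators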
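Recombinant human alpha-glucosidase (4 nM final) hydrolysed bovine liver glycogen (30 ug) for 40 min at 37 C in pH 5.0 citrate/phosphate with 0.01% Tween-20. Released glucose detected by glucose oxidase/Amplex Red, Ex 573/Em 610 nm. Compounds up to 77 uM; AC50 from Hill fits.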
Starred values were filed as active, the others as inactive; ? = inconclusive; [ ] = remark or other dose. Potency means the concentration at half of the fitted maximal effect. A portion of the library; rates above refer to the full screens.

| SMILES | GAA glycogen mod |
| --- | --- |
| COc1cc(CNc2ccc3[nH]c(=O)[nH]c3c2)ccc1OCc1ccccc1 | 0%[76.3 µM] |
| CNc1nc2c(-c3ccc(Cl)cc3)nnn2c2ccccc12 | -1% |
| CCN(CC)C(=O)c1oc2ccc(S(=O)(=O)N3CC(C)CC(C)C3)cc2c1C (stereo not drawn) | -17% |
| Cc1nc(N)ncc1-c1ccc2c(c1)OCO2 | 3% |
| Cc1cc(C(=O)N2CCCC(C(=O)c3ccc(Cl)cc3C)C2)no1 (stereo not drawn) | -2%[76.3 µM] |
| CCn1c(SCC(=O)Nc2cccc(NC(C)=O)c2)nnc1-c1ccco1 | -3%[76.3 µM] |
| COc1ccccc1NC(=O)NNC(=O)C(C)Oc1ccc2ccccc2c1 (stereo not drawn) | -11%[76.3 µM] |
| O=C(c1ccc(F)cc1)N(Cc1cccs1)C1CCS(=O)(=O)C1 (stereo not drawn) | -16%[76.3 µM] |
| CC(C)CC(O)(c1ccccc1)C(CN1CCOCC1)c1ccccc1 (stereo not drawn) | -3% |
| COc1ccc(C)cc1N(C(=O)c1ccc(C#N)cc1)C1=NC(C)(C)CS1 | -3% |
| CCc1cc2c(COC(=O)c3cccc(S(C)(=O)=O)c3)cc(=O)oc2cc1O | -3% |
| c1ccc(-c2ccc(OCCN3CCOCC3)cc2)cc1 | -1%[76.3 µM] |
| CCc1cc(=O)oc2cc(OCC(=O)N3CCC(C(=O)O)CC3)ccc12 | -12%[76.3 µM] |
| Cc1cccc(N2CCN(S(=O)(=O)c3ccc4c(c3)C(C)(C)C(=O)N4C)CC2C)c1 (stereo not drawn) | -14%[76.3 µM] |
| O=C(Nc1cccc(F)c1)Nc1c[nH]c(=O)[nH]c1=O | -1% |
| CC(NC(=O)CNC(=O)[C@@H]1Cc2ccccc2CN1)c1ccccc1 (stereo partly drawn) | 4%[76.3 µM] |
| CN1CCC(N(C)S(=O)(=O)c2ccc(NC(=O)COc3ccc(F)cc3Cl)cc2)CC1 | -1%[76.3 µM] |
| CCc1c(C)nc(SCC(=O)NC2CCCC2)[nH]c1=O | -5% |
| O=C(CNc1cccc(F)c1)N1CCc2ccccc2C1 | 0% |
| COc1ccccc1/C=C1\SC(=S)N(NS(=O)(=O)c2ccc(C)cc2)C1=O | -9% |
| CCCC(c1nnnn1CS(=O)(=O)c1ccc(C)cc1)N1CCN(C2CCCC2)CC1 (stereo not drawn) | 4% |
| COc1ccc(Cl)cc1NC(=O)CCS(=O)(=O)c1ccc(C)cc1 | 2% |
| COc1ccc(S(=O)(=O)Cc2ccc(C(=O)N3CC(C)CC(C)C3)o2)cc1 (stereo not drawn) | 15%[76.3 µM] |
| Cc1cccc(C(=O)NCCCNC(=O)c2ccc(C)nc2)c1 | 12%[76.3 µM] |
| COc1cc(Cl)c(C)cc1NC(=O)CC1CCCC1 | 4% |
| CCCc1ccc(OCC(O)CN2CCc3ccccc3C2)cc1 (stereo not drawn) | 14%[76.3 µM] |
| Cc1ccc(-n2nnnc2CNC(=O)c2ccc(Br)o2)cc1C | -3%[76.3 µM] |
| CC(=O)N1CCc2cc(S(=O)(=O)NCC(=O)NCc3ccccc3Cl)ccc21 | -4%[76.3 µM] |
| CCn1cc(/C=C(\NC(=O)c2ccccc2Cl)C(=O)N2CCN(C)CC2)c2ccccc21 | 7%[76.3 µM] |
| C/C(=N/NS(=O)(=O)c1cccc([N+](=O)[O-])c1)c1ccncc1 | -1%[76.3 µM] |
| CCCCn1c(N)c(N(CCOC)C(=O)CSc2n[nH]c(-c3ccc(OC)cc3)n2)c(=O)[nH]c1=O | -3%[76.3 µM] |
| CCN(CC(=O)NC(=O)NCc1ccccc1)Cc1ccccc1 | -1%[76.3 µM] |
| COc1ccc(NC(=O)C(C)N(C)Cc2ccc3ccccc3c2)cc1 (stereo not drawn) | -1% |
| COc1cccc(NC(=O)c2ccc3nsnc3c2)c1 | 11%[76.3 µM] |
| COc1cccc(CN2CCNC(=O)C2CC(=O)NCCN2CCCCC2=O)c1 (stereo not drawn) | -5%[76.3 µM] |
| CC1(C(=O)Nc2nc3ccccc3s2)CC1(Br)Br (stereo not drawn) | 1% |
| Cc1cc(C(=O)N2CCCC(N3CCN(c4cccc(Cl)c4)CC3)C2)no1 (stereo not drawn) | -2%[76.3 µM] |
| CC(C)c1ccc(OCC(=O)NC2CC(C)(C)NC(C)(C)C2)c(Br)c1 | -12%[76.3 µM] |
| C[C@@H]1CC2OC(=O)[C@@]3(C)C(=O)CC[C@@](C)(C23)[C@@]1(O)CCc1ccoc1 (stereo partly drawn) | 2% |
| CN(C)c1cccc(C(=O)Nc2nc3ccccc3[nH]2)c1 | -11% |
| C=CCOc1c(Cl)cc(CNCCCN2CCOCC2)cc1OC | 1%[76.3 µM] |
| O=C(NCCNC(=O)c1cc(Cl)ccc1Cl)c1ccccn1 | -9% |
| COc1ccc(Cl)cc1NC(=O)CCN1C(=O)C2CC=CCC2C1=O (stereo not drawn) | -6%[76.3 µM] |
| CNC(=O)C1CCN(S(=O)(=O)c2c(C)noc2/C=C/c2cccc(C)c2)CC1 | -1%[76.3 µM] |
| Cc1ccc(/C=N/NC(=O)c2cc3c(ccc4ccccc43)o2)o1 | -3%[76.3 µM] |
| O=C(NCCN1CCOCC1)c1cc([N+](=O)[O-])cc([N+](=O)[O-])c1 | 1%[76.3 µM] |
| Cc1cccc(C2NC(=O)c3ccccc3O2)c1 (stereo not drawn) | -1%[76.3 µM] |
| CC(C)C(C)NC(=O)CN1C(=O)NC(C)(c2ccc3ccccc3c2)C1=O (stereo not drawn) | -3% |
| CCCCOc1ccc(N(CC(=O)NCc2ccccc2)C(=O)c2csnn2)cc1 | 7% |
| O=[N+]([O-])c1ccccc1S(=O)(=O)Nc1ccc(S(=O)(=O)Nc2nccs2)cc1 | 0% |
| Cc1cc(C)cc(NCc2ccncc2)c1 | 5%[76.3 µM] |
| Cn1c2ccccc2c2nnc(SCC(=O)NC3CC3)nc21 | 2% |
| Cc1ccc(C(=O)N2CCc3cc4c(cc3C2C)OCCCO4)cc1 (stereo not drawn) | -2%[76.3 µM] |
| CCOc1ccc(-n2nc3ccc(N)cc3n2)cc1 | 25%[76.3 µM] |
| COc1ccc(C(=O)NCCSCc2ccc(Cl)cc2)cc1OC | 3%[76.3 µM] |
| NNc1nc2cc3c(cc2s1)OCCO3 | ? |

Additional compounds.
| SMILES | GAA glycogen mod |
| --- | --- |
| CCN(CC)CCCN(Cc1cc2cc3c(cc2[nH]c1=O)OCO3)C(=S)NCCOC | -9%[76.3 µM] |
| Cc1ccc(-c2c(=O)n(O)c3ccccc3[n+]2[O-])cc1 | -5% |
| CCOC(=O)C1(Cc2cccc(Cl)c2)CCCN(C(=O)c2ccnn2C)C1 (stereo not drawn) | -7%[76.3 µM] |
| Cc1cc(C)cc(N2CC(C)Cn3c2nc2c3c(=O)[nH]c(=O)n2C)c1 (stereo not drawn) | -4% |
| CN(C)Cc1ccc(CNC(=O)COc2ccc3ccccc3c2)cc1 | 5% |
| CC(C)CC(=O)Nc1ccnn1C1CCN(C(=O)c2ccc(F)cc2Cl)CC1 | -1%[76.3 µM] |
| CC(C)c1nnc(NC(=O)CCC(=O)NCc2ccccc2Cl)s1 | -7%[76.3 µM] |
| Cc1nc(CC(C)C)cc(C(=O)N2CCCC(Nc3ccc(C)c(C)c3)C2)n1 (stereo not drawn) | -1%[76.3 µM] |
| Cc1cccc(NC(=S)NC(=O)C2CC2)c1 | -11%[76.3 µM] |
| CCCCCCCCCCOC(=O)Cn1c(COc2ccccc2)[n+](C)c2ccccc21 | -1% |
| COc1ccc(-c2cc3c(=O)n(CC(=O)N4CCN(C)CC4)ncn3n2)cc1 | -7%[76.3 µM] |
| COC(=O)c1cc(S(=O)(=O)N2CCN(c3ccc(C(C)=O)cc3)CC2)c[nH]1 | 2%[76.3 µM] |
| COc1ccc(/C=C/CN2CCC(Oc3ccc(C(=O)N4CCCCC4)cc3)CC2)cc1 | -2%[76.3 µM] |
| CCc1ccccc1NC(=O)C1CCN(S(=O)(=O)c2ccc3c(c2)N(C(C)=O)CCO3)CC1 | -1%[76.3 µM] |
| O=C(CCC1CCCN(C(=O)c2cccnc2)C1)NCc1ccccc1F (stereo not drawn) | -5%[76.3 µM] |
| CC1Oc2ccccc2N(CC(=O)Nc2ccccc2F)C1=O (stereo not drawn) | 15%[76.3 µM] |
| O=C(COc1ccccc1Cl)NCCCNC(=O)c1ccco1 | -6% |
| O=c1cc(CSc2ccccc2)[nH]c2ccccc12 | 3% |
| NS(=O)(=O)c1ccc(N=Nc2c(O)[nH]c3ccc(Br)cc23)cc1 | 0%[76.3 µM] |
| CCOc1ccccc1CN1CCC(N2CCC(C(=O)NC3CC3)CC2)CC1 | -2%[76.3 µM] |
| COc1ccccc1CNC(=O)CCC(=O)N1Cc2cccc(OC)c2Oc2ncccc21 | -4%[76.3 µM] |
| COC(=O)c1ccc(N2NC(=O)/C(=C/c3ccc(OC)c(OC)c3)C2=O)cc1 | -12%[76.3 µM] |
| O=[N+]([O-])c1cc([N+](=O)[O-])c(Oc2cc(Cl)ccc2Cl)cc1NC1CCCCCCC1 | 7%[76.3 µM] |
| CC(C)C(NS(=O)(=O)c1ccc2c(c1)Cc1cc(S(=O)(=O)NC(C(=O)O)C(C)C)ccc1-2)C(=O)O (stereo not drawn) | -10%[76.3 µM] |

The final 6 compounds of the section before open the next one.
| SMILES | GAA glycogen mod |
| --- | --- |
| NS(=O)(=O)c1ccc(N=Nc2c(O)[nH]c3ccc(Br)cc23)cc1 | 0%[76.3 µM] |
| CCOc1ccccc1CN1CCC(N2CCC(C(=O)NC3CC3)CC2)CC1 | -2%[76.3 µM] |
| COc1ccccc1CNC(=O)CCC(=O)N1Cc2cccc(OC)c2Oc2ncccc21 | -4%[76.3 µM] |
| COC(=O)c1ccc(N2NC(=O)/C(=C/c3ccc(OC)c(OC)c3)C2=O)cc1 | -12%[76.3 µM] |
| O=[N+]([O-])c1cc([N+](=O)[O-])c(Oc2cc(Cl)ccc2Cl)cc1NC1CCCCCCC1 | 7%[76.3 µM] |
| CC(C)C(NS(=O)(=O)c1ccc2c(c1)Cc1cc(S(=O)(=O)NC(C(=O)O)C(C)C)ccc1-2)C(=O)O (stereo not drawn) | -10%[76.3 µM] |
| N#Cc1ccc(OS(=O)(=O)c2ccc(-c3ccon3)s2)cc1 | 1%[76.3 µM] |
| COC(=O)c1cn(C(=O)c2ccc(OC)cc2)c2ccccc12 | -6%[76.3 µM] |
| CC(C)Cc1ccc(C(=O)NCc2ccc3c(c2)OCO3)o1 | -9%[76.3 µM] |
| CC1CC(=O)N(CC(=O)Nc2cccc(Cl)c2)c2ccccc2S1(=O)=O (stereo not drawn) | 2%[76.3 µM] |
| CCOC(=O)c1ccc(NC(=O)c2cccc3c2C(=O)N(CC2CCCO2)C3)cc1 (stereo not drawn) | -5%[76.3 µM] |
| Cc1cccc(C)c1OCc1cc(C(=O)NCC2CC2)no1 | 2%[76.3 µM] |
| CC(C)n1cc(C(N)=S)c(=O)n(Cc2ccccc2)c1=O | -1% |
| O=C(CNc1ccc(F)cc1)N/N=C/c1c(O)ccc2ccccc12 | -6% |
| CCOc1ccc(Br)cc1S(=O)(=O)N1CCCN(C)CC1 | 3% |
| Cc1c(C)c2c(OCC(=O)NCc3ccncc3)cc3c(c2oc1=O)CCC(C)(C)O3 | 1%[76.3 µM] |
| CCc1cc(C(=O)N2CCCC(N3CCN(c4cccc(C(F)(F)F)c4)CC3)C2)n(C)n1 (stereo not drawn) | -7%[76.3 µM] |
| O=C(Nc1ccc(C(=O)O)cc1)/C(=C\c1ccc(F)cc1)NC(=O)c1ccco1 | 5% |
| Cc1cc(=O)oc2c3c(cc(OCC(=O)NCc4ccncc4)c12)OC(C)(C)CC3 | -2%[76.3 µM] |
| O=C(CCS(=O)(=O)c1ccc(F)cc1)N1CCOCC1 | -17% |
| COc1ccc2oc(=N)c(C(=O)Nc3ccc(C)cc3)cc2c1 | 1%[76.3 µM] |
| CSc1ccccc1OCc1cc(C(=O)N2CCNC(=O)C2)no1 | -6%[76.3 µM] |
| Cc1noc(C)c1C(=O)Nc1ccc2ccccc2c1 | 1%[76.3 µM] |
| COc1ccc(NC(=O)CCNC(=O)N2CC(=O)Nc3ccccc32)c(OC)c1 | -6%[76.3 µM] |
| O=C(N/N=C/c1c[nH]c2ccccc12)c1ccccc1Cl | 0% |
| COc1cc(C(=O)OCC(=O)NCc2ccc(F)cc2)ccc1OCC(C)C | -12%[76.3 µM] |
| Nc1c(C(=O)N2CCCCC2)sc2nc3c(cc12)CCCC3 | -16% |
| Cc1cccc(C(=O)N2CCN(S(=O)(=O)N3CCCCCC3)CC2)c1 | 0% |
| CN(CCC#N)C(=O)c1cc2c(Cl)nc3ccccc3c2s1 | 7% |
| COc1ccc(NC(=O)N2CCCC2C(=O)NC2CCCC2)cc1 (stereo not drawn) | 1% |
| COc1ccc(S(=O)(=O)Nc2ccccc2C(=O)NCc2cccnc2)cc1C | -4% |
| CCCCCNC(=O)C1c2ccccc2Oc2ccccc21 | -4% |
| CSc1ccccc1NC(=O)COC(=O)CCc1ccccc1 | -4%[76.3 µM] |
| CCOC(CNC(=O)C(=O)Nc1cc2c3c(c1)CC(=O)N3CCC2)OCC | 8%[76.3 µM] |
| COc1cc(S(=O)(=O)N2CCCN(C)CC2)ccc1NC(C)=O | 7% |
| COc1cccc(CNC(=O)Cn2cccc2C(=O)c2ccccc2C)c1 | -7%[76.3 µM] |
| O=C(Oc1ccc(C(=S)N2CCOCC2)cc1Cl)c1ccccc1F | -10%[76.3 µM] |
| CCCC(C)NC(=O)CN1C(=O)c2cccc3cccc1c23 (stereo not drawn) | 12%[76.3 µM] |
| COc1ccc(Br)c(OC)c1C(=O)NC(=O)Nc1c(F)cccc1F | -2% |
| O=C(NCC(=O)N(c1cccc(F)c1)C(C(=O)NC1CCCC1)c1ccncc1)c1cccs1 (stereo not drawn) | -5% |
| CCC(C)(C)NC(=O)C(c1ccc(OC)cc1)N(C(=O)CCC(=O)Nc1cc(C)on1)c1ccc(F)cc1 (stereo not drawn) | 0%[76.3 µM] |
